Screening data deposited in PubChem by National Center for Advancing Translational Sciences (NCATS).
JMJD2A Tudor inh – blocks the human JMJD2A Tudor domain | O75164 | AlphaScreen JMJD2A-Tudor / H3K4me3 peptide binding | Potency, µM (highest dose often 114 µM), for the others: top-dose activity change, negative = inhibition, hits mostly inhibitors | 390,000 compounds, 4.4% hits; also: % is scaled to controls: 0 for no effect and ±100 for the full control effect; nearly all actives have a fitted effect of over 50% in size
RGS4 inh – blocks human RGS4-accelerated GTP hydrolysis | 390,000 compounds, 0.039% hits | Potency, µM (highest dose often 114 µM), for the others: at the top dose activity change, negative = inhibition, most hits filed as inhibitors | Transcreener GDP fluorescence polarization, RGS4-accelerated GTP hydrolysis | P49798; also: % is scaled to controls: 0 for no effect and ±100 for the full control effect; nearly all actives have a fitted effect of over 75% in size; some results filed as inactive show a strong effect at the top dose
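MLSMR compounds (23 nl, pin-transferred) preincubated 10 min at room temperature with a 500nM (2x) first reagent, then RGS4 at 900nM (2x) plus Transcreener GDP mix added; fluorescence polarization (620/688 nm) read before and after 90 min at 30 °C.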
ERG-DNA inh – ERG Ets/DNA interaction inhibition. P11308. fluorescence polarization, His-ERG Ets domain / labelled DNA. 370,000 compounds, 0.028% hits. Potency, µM (top dose mostly 76.9 µM), for inactives: at the top dose FP activity, negative = inhibition, most hits filed as inhibitors; active = well fitted inhibition curve with a large enough effect in the polarisation, with a control signal flat; inconclusive = small, poorly fitted or top-dose-only effect, or effect the other way, or a change in a side signal; inactive = no such curve, though single readings can be large or run the other way; the % refers to the polarisation;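 also: polarization taken with two DNA probes labelled with fluorescein and Texas red; % of control where 0% means no effect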
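His-tagged ERG Ets domain (1 uM in the protein solution; 300mM KCl, 50mM Tris-HCl, 1mM EDTA, 1mM DTT, pH 7.5) received compound, then a probe mix of 5 nM fluorescein-DNA and 100nM Texas-615-DNA. Fluorescence polarization was read for both dyes.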
PGK inhibitor – T. brucei PGK inhibition | P07378 | Potency, µM (highest dose often 57.5 µM), for inactives: at the top dose activity change, negative = inhibition, most hits filed as inhibitors | 380,000 compounds, 0.043% hits | PGK/GAPDH coupled, Kinase-Glo luminescence, 60 min | AID 602233; also: % is scaled to controls: 0 for no effect and ±100 for the full control effect; nearly all actives have a fitted effect of over 60% in size
Target sequence (P07378 whole entry, looked up): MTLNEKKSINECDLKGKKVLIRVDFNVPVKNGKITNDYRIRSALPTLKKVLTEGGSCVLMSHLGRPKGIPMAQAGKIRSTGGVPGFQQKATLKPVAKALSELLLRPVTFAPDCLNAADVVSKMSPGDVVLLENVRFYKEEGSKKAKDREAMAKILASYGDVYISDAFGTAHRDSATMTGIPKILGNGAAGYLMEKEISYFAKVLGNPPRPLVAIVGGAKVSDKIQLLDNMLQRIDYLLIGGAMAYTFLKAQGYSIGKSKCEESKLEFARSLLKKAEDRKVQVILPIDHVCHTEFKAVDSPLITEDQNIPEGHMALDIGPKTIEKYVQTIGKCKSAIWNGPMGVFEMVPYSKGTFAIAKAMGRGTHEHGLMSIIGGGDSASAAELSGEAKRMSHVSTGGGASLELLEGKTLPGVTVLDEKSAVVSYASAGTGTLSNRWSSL
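Recombinant glycosomal PGK reaction used 1,3-bisphosphoglycerate generated in-well by GAPDH (100nM final) in 100mM TEA pH 7.6, 5mM MgCl2, 0.01% Tween-20. After 60 minutes at room temperature, ATP was read by Kinase-Glo Plus luminescence end-point.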
Pin1 inhibitor – inhibitors of human Pin1. Q13526. Pin1 FP peptide displacement, HiFluor488, 10 min. Potency, µM (top dose mostly 115 µM), for inactives: at the top dose activity, negative = inhibition, usual class: inhibitors. 390,000 compounds, 0.009% hits. AID 504891; active = well fitted inhibition curve with a large enough effect in the polarisation, with a control signal flat, not every such curve was filed as active; inconclusive = small, poorly fitted or top-dose-only effect, or effect the other way, or a change in a side signal; inactive = no such curve, though single readings can be large or run the other way; the % refers to the polarisation; also: % is scaled to controls: 0 for no effect and ±100 for the full control effect
ALOX12 inh – ALOX12 (human) lipoxygenase inhibition. Potency, µM (titrated, usually from 108 µM), for the others: at the highest dose activity change, negative = inhibition, usual class: inhibitors. 580,000 compounds, 1.1% hits. purified 12hLO, xylenol orange hydroperoxide absorbance. P18054; also: % is scaled to controls: 0 for no effect and ±100 for the full control effect
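Purified human 12hLO at 150 nM in 25 mM Hepes, 0.01% Triton X-100, pH 7.0, preincubated 15 min at room temperature with compound. Reaction started with 40 uM arachidonic acid, 30 min at room temperature. Hydroperoxide measured by Fe-xylenol orange, 573/405 nm absorbance ratio.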
TrxR1 inh – inhibitors of rat thioredoxin reductase 1 | recombinant rTrxR1, NADPH fluorescence consumption, selenite substrate | Potency, µM (doses to about 114 µM), inactives show top-dose activity change, negative = inhibition, hits mostly inhibitors | 390,000 compounds, 1% hits | O89049; also: % is scaled to controls: 0 for no effect and ±100 for the full control effect; nearly all actives have a fitted effect of over 65% in size
Target sequence (O89049 whole entry, looked up): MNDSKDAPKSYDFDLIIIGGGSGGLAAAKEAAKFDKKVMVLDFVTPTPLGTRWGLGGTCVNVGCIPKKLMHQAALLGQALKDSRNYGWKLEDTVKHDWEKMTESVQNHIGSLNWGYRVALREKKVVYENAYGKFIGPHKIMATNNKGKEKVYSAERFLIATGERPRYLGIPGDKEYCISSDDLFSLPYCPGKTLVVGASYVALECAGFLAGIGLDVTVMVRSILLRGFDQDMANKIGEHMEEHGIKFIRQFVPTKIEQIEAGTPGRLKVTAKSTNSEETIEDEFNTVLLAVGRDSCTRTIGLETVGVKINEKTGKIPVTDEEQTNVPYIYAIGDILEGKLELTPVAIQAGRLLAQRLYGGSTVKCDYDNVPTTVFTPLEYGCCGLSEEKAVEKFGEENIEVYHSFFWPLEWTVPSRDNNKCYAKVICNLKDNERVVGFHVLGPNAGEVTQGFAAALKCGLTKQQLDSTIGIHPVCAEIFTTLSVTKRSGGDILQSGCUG
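Rat TrxR1 (90 nM in the dispensed reagent) was pre-reduced with 400 uM NADPH for 5 min at room temperature, then incubated with compound for 15 min. After 400 uM selenite was added, NADPH fluorescence (Ex 340/Em 450 nm) was followed for 8 min.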
HP1b chromo inh – blocks HP1-beta chromodomain binding to methylated histone tails | AlphaScreen HP1-beta / biotin-H3K9me3 peptide binding | P83916 | 390,000 compounds, 0.56% hits | AID 540317 | Potency, µM (series often up to 114 µM), for the others: at the highest dose activity change, negative = inhibition, hits mostly inhibitors; also: nearly all actives have a fitted effect of over 70% in size; inactives centre near 23
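AlphaScreen: HP1-beta (50 nM) preformed 30 min with biotin-H3(1-18)K9me3 peptide (50 nM) in PBS pH 7.4, 0.01% Tween-20. Compound added for 30 min at RT, then streptavidin donor/nickel chelate acceptor beads (10 ug/mL) for 30 min.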
GLS inh – inhibitors of human glutaminase (GLS); O94925; GLS enzymatic activity, qHTS titration; Potency, µM (top dose mostly 45.5 µM), without a hit: top-dose activity change, negative = inhibition, hits mostly inhibitors; 410,000 compounds, 0.21% hits; also: % is scaled to controls: 0 for no effect and ±100 for the full control effect
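Coupled fluorescence readout: glutamate oxidase/HRP/Amplex Red detect glutamate formed by hKGA from L-glutamine (1 mM solution added). Buffer 45 mM KH2PO4 pH 8.2, 0.02% Tween-20; reads at t0 and 30 min RT.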
Active calls of the source: *; i = inactive; ? = inconclusive; / = no result given; & = joins results of further samples; [ ] = remark or other dose. Unless noted, calls follow the shape of the dose curve; as a rule, active = well fitted curve in the direction sought with a large enough effect; inconclusive = small, poorly fitted or top-dose-only effect, or another doubt; inactive = no such curve, though single readings can be large; an effect the other way counts as inactive or inconclusive. Potency is read from the fitted curve at half-maximal effect. A portion of the library. The share of hits here may be higher or lower than overall.

SMILES	JMJD2A Tudor inh	RGS4 inh	ERG-DNA inh	PGK inhibitor	Pin1 inhibitor	ALOX12 inh	TrxR1 inh	HP1b chromo inh	GLS inh
COc1ccc(N2CCN(C(CNS(=O)(=O)c3ccc4c(c3)OCCO4)c3ccco3)CC2)cc1 (stereo unspecified)	?	-18%	-3%	0%	6%	-32%	-9%	?	8%
Fc1ccc(-c2csc3ncnc(N4CCN(Cc5ccccc5)CC4)c23)cc1	-3%	2%	-9%	5%	-7%	-1%	11%	37%	5%
COc1ccc(CNC(=O)C2CCCN(S(=O)(=O)c3ccccc3)C2)cc1 (stereo unspecified)	11%	-12%	-11%	-5%	2%	1%	25%	48%[activator]	-7%
COc1ccc(OC)c2sc(N(Cc3cccnc3)C(=O)c3ccco3)nc12	-22%	-30%	7%	7%	?	?	14%[57.1 µM]	12%	?
CC(C)c1ccc(NC(=O)c2cc(S(=O)(=O)NCc3ccccc3Cl)ccc2F)cc1	-27%	13%	0%	-2%	-7%	-20%	-10%[57.1 µM]	13%	0%
O=C(NCc1ccncc1)C1CCCN(S(=O)(=O)c2ccc(Br)cc2)C1 (stereo unspecified)	-16%	-33%	13%	-8%	0%	2%	-9%	11%	6%
COC(=O)C(NC(=O)CCc1nnc2ccc(N3CCCCC3)nn12)C(C)C (stereo unspecified)	-12%	26%	-11%	-5%	-4%	-4%	22%	36%	-2%
COc1ccc(CN2CCCC(C(=O)c3ccc(Cl)cc3)C2)cc1Cn1cncn1 (stereo unspecified)	-12%	13%	-7%	6%	-8%	-1%	8%[57.1 µM]	26%	5%
Cc1cc(OC(C)C(=O)NCc2ccncc2)c2c(C)c(C)c(=O)oc2c1 (stereo unspecified)	?	-60%[56.9 µM]	-3%	0%	3%	-5%&0%	3%[57.1 µM]	62%[activator]	25%
CCS(=O)(=O)N1CCC2(CC1)OCCN2S(=O)(=O)c1ccc(C)cc1	-10%	-6%	6%	i	-9%	-13%	-11%	11%	3%
Cc1csc(NC(=O)CSc2nc(C)nc3c2c(=O)n(C)c(=O)n3C)n1	-29%	20%	-9%	-5%	-1%	14%	14%[57.1 µM]	20%	3%
Clc1ccccc1Cc1noc(CN2CCSCC2)n1	1%	-23%	2%	3%	1%	-8%	7%[57.1 µM]	26%	16%
Cc1ccccc1NC(=O)Cc1nc(COC(=O)Cc2ccccc2F)cs1	-2%	4%	-3%	-6%	5%	-5%	-1%	29%	5%
CCOC(=O)c1ccc(N2C(=O)c3n[nH]c(C)c3C2c2ccc(O)c(OC)c2)cc1 (stereo unspecified)	-20%	-22%	-1%	-7%	-4%	?	?	32%	3%
COc1ccc2nc3ccccc3nc2c1NC(=O)c1ccc(Cl)cc1Cl	6%	-8%	1%	-2%	?	-15%	-10%	31%	-7%
O=C(C[n+]1ccc(-c2nnc3n2CCC3)cc1)c1ccc(Cl)cc1	-10%	0%	1%	4%	?	-21%	?	16%	-5%
COc1ccc2c(c1OC)C(=O)OC2Nc1nc2ccccc2s1 (stereo unspecified)	-14%	-11%	-2%	-6%	11%	-1%	-5%	0%	?
COc1ccc(S(=O)(=O)N2CCN(c3ccc4nnc(-c5ccccc5)n4n3)CC2)cc1	-7%	-18%	-12%	-10%	4%	10%[57.4 µM]	21%	31%	-1%
Cc1cccc(OCC(=O)N/N=C/c2cc([N+](=O)[O-])ccc2N2CCOCC2)c1	-3%	-38%	-13%	i	20%	1%	-17%	33%	-13%
O=C(CCCc1cccs1)Nc1nccs1	-2%	-1%	1%	-4%	-13%	0%	21%	47%[activator]	5%
O=C(Nc1cccc(C(=O)N2CCCCC2)c1)C1CCCCC1	0%	10%	-11%	-1%	0%	41%	8%	46%[activator]	0%
CCN(CC)CCNC(=O)COc1ccc(OC)cc1	5%&-30%	1%&13%	1%&13%	2%&-4%	?	481%&-21%[activator]	-3%&-2%	25%&20%	-1%&1%&17%
Cc1ccccc1-c1noc(CCC(=O)NCC2CCCO2)n1 (stereo unspecified)	-13%	-12%	3%	-1%	4%	?	-4%[57.1 µM]	14%	-3%
Cc1nnc2c3ccccc3c(-c3cccc4ccccc34)nn12	-26%	-1%	11%	4%	-2%	26%	29%	0%	-1%
CCc1c(C)nc2cc(-c3ccccc3)[nH]n2c1=O	-15%	3%	0%	-4%	-8%	0%	39%[activator]	18%	5%

Individual results from the entries so far:
Entry of CCS(=O)(=O)N1CCC2(CC1)OCCN2S(=O)(=O)c1ccc(C)cc1 in TrxR1 inh: -11%
Entry of COC(=O)C(NC(=O)CCc1nnc2ccc(N3CCCCC3)nn12)C(C)C (stereo unspecified) in ERG-DNA inh: -11%
Entry of COc1ccc(OC)c2sc(N(Cc3cccnc3)C(=O)c3ccco3)nc12 in PGK inhibitor: 7%
Entry of Clc1ccccc1Cc1noc(CN2CCSCC2)n1 in PGK inhibitor: 3%

Record cards (already shown).
`COc1ccc(OC)c2sc(N(Cc3cccnc3)C(=O)c3ccco3)nc12` is listed as JMJD2A Tudor inh: -22%; RGS4 inh: -30%; ERG-DNA inh: 7%; PGK inhibitor: 7%; Pin1 inhibitor: ?; ALOX12 inh: ?; TrxR1 inh: 14%[57.1 µM]; HP1b chromo inh: 12%; GLS inh: ?
`Cc1ccccc1-c1noc(CCC(=O)NCC2CCCO2)n1` (stereo unspecified) is listed as JMJD2A Tudor inh: -13%; RGS4 inh: -12%; ERG-DNA inh: 3%; PGK inhibitor: -1%; Pin1 inhibitor: 4%; ALOX12 inh: ?; TrxR1 inh: -4%[57.1 µM]; HP1b chromo inh: 14%; GLS inh: -3%

Part of the list above, reduced to GLS inh, ALOX12 inh and JMJD2A Tudor inh.
compound | GLS inh | ALOX12 inh | JMJD2A Tudor inh
Cc1cc(OC(C)C(=O)NCc2ccncc2)c2c(C)c(C)c(=O)oc2c1 (stereo unspecified) | 25% | -5%&0% | ?
CCS(=O)(=O)N1CCC2(CC1)OCCN2S(=O)(=O)c1ccc(C)cc1 | 3% | -13% | -10%

Returning to the listing, repeating the two entries before the break.
SMILES	JMJD2A Tudor inh	RGS4 inh	ERG-DNA inh	PGK inhibitor	Pin1 inhibitor	ALOX12 inh	TrxR1 inh	HP1b chromo inh	GLS inh
Cc1nnc2c3ccccc3c(-c3cccc4ccccc34)nn12	-26%	-1%	11%	4%	-2%	26%	29%	0%	-1%
CCc1c(C)nc2cc(-c3ccccc3)[nH]n2c1=O	-15%	3%	0%	-4%	-8%	0%	39%[activator]	18%	5%
COc1cccc(CN2CC34CC(c5ccc(C(C)=O)cc5)C(CC3S2(=O)=O)O4)c1 (stereo unspecified)	-11%	8%	/	/	-6%	/	7%	38%	/
C=CCNC(=O)COc1cc(C)ccc1C	-15%	30%	-12%	-8%	0%	33%[activator]	-13%	12%	11%
CS(=O)(=O)c1cccc(C(=O)Nc2nnc(C3=COCCO3)o2)c1	3.2µM*	-27%	19%	-2%	-2%	3%	-29%[57.1 µM]	75%[activator]	4%
Cc1cc(C)n(-c2nc(NCCO)c3c4c(sc3n2)CCCC4)n1	-18%	-3%	2%	2%	-3%	0%	4%[57.1 µM]	39%	0%
Cc1ccccc1-n1c(SCC(=O)c2c(N)n(C)c(=O)n(C)c2=O)nc2sc3c(c2c1=O)CCCC3	-19%	14%	-11%	-6%	13%	-20%	-12%	10%	6%
CC(C)Cn1c(SCC(=O)N2CCCCC2)nc2ccccc2c1=O	-14%[57.1 µM]	-33%[56.9 µM]	-4%	6%	?	4%	-6%	-5%	0%
CC(=O)c1cccc(N=C2NC(=O)CS2)c1	-18%	9%	4%	i	-2%	-21%	5%[57.1 µM]	17%	6%
CCN(CC)S(=O)(=O)c1ccc(NC(=O)c2cc3ccc4cccnc4c3[nH]2)cc1	-10%	20%	3%	8%	32%[activator]	13%	4%	24%	-4%
CCN(CC(=O)Nc1cc(Cl)ccc1C)C(=O)CSCc1ccc(C)cc1	15%	-33%	5%	-10%	30%[activator]	?	-8%	71%[activator]	12%
CCC(C)C(=O)Nc1ccc(OC)cc1[N+](=O)[O-] (stereo unspecified)	-8%	-21%	-4%	-5%	1%	?	-3%	25%	-1%
O=C(COc1cccnc1[N+](=O)[O-])Nc1cccc(Br)c1	-19%	-5%	-2%	-9%	2%	-27%	-7%[2.29 µM]	12%[57 µM]	6%
NS(=O)(=O)c1ccc(CCNC(=O)CCCNC(=O)c2ccc(Cl)cc2)cc1	-10%	14%	2%	0%	-14%	-1%	7%	6%	-6%
CCN(CC)CCCNC(=O)c1nn(-c2ccc(OC)c(Cl)c2)c(=O)c2c1c1ccccc1n2C	-25%	3%	0%	-9%	-6%	-19%	16%	13%	8%
